D2 potentiator = positive allosteric modulators of human D2 dopamine receptor; P14416; HEK293 T-REx D2, calcium flux, EC20 dopamine potentiation; potentiation, % at 10 µM; 340,000 compounds, 0.34% hits; AID 485347;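 active = potentiation over 3 SD above the plate norm, cut at about 30% in these data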; note: 0% is about no effect
Target sequence (P14416 whole entry, looked up): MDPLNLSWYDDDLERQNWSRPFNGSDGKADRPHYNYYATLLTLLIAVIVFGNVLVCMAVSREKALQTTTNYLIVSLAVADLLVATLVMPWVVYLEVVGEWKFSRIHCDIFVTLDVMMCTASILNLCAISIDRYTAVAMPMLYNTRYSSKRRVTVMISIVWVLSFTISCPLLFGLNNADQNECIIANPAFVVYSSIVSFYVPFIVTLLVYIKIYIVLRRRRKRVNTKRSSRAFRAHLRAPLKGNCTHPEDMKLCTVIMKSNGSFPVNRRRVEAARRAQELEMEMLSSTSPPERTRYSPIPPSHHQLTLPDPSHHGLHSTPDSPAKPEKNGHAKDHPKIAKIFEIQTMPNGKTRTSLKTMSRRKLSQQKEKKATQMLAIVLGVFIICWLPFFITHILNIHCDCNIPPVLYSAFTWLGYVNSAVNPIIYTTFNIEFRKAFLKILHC
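Potentiation of an EC20 dopamine calcium response is measured in a force-coupled, tetracycline-inducible Hek293 Trex D2 line. Compound-only kinetic reads over 180 s flag agonists before dopamine addition.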
D1 agonist = human D1 receptor agonism | HEK293 T-REx D1 cells, calcium flux, agonist mode | activation, % at 2 µM | 360,000 compounds, 1% hits; in the data active = activation above about 30%; note: 0% is about no effect
Target sequence (P21728 whole entry, looked up): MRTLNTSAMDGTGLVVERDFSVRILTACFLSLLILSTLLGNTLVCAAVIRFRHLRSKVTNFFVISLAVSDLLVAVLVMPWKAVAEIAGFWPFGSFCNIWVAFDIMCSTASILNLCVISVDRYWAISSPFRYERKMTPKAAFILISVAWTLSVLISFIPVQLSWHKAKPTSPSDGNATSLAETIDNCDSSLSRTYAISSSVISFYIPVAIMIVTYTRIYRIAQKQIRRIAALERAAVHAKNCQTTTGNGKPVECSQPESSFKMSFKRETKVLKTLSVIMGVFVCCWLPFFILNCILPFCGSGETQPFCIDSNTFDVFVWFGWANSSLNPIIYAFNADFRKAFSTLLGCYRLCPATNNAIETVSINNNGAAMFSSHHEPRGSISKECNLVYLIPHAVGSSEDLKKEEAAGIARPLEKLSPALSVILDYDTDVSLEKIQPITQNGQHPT
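Tetracycline-induced HEK293 TREx D1 cells, force-coupled to calcium signalling, were dye-loaded with a no-wash calcium kit. Compound was pin-added after a 10 s baseline. Fluorescence was read kinetically at 1 cycle/s for 180 s, with calcium rises flagged as agonism.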
D1 potentiator = enhances dopamine response at the human D1 receptor; 360,000 compounds, 0.036% hits; AID 504651; HEK293 TREx D1 cells, calcium flux, dopamine EC20 potentiation; potentiation, % at 10 µM; in the data active = potentiation above about 30%; note: 0% is about no effect
D1 antag = blocks dopamine activation of the human D1 receptor; P21728; HEK293 TREx D1 cells, calcium flux, dopamine EC80; active compounds read low; activity change, negative = inhibition, % at 10 µM; 360,000 compounds, 3.2% hits; AID 504652; in the data active = activity change below about -30%; note: % is set by controls: 0 for no effect and ±100 for the full control effect
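Allosteric or orthosteric antagonism assessed as attenuation of the calcium response to EC80 dopamine, added 180 s after compound, in induced HEK293 Trex D1 cells loaded with no-wash calcium dye.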
TRHR enhancer = allosteric enhancers of human TRH receptor; 360,000 compounds, 0.66% hits; TRHR cells, fluo-8 calcium fluorescence, EC20 TRH enhancement; enhancement, % at 2 µM; AID 493056; P34981; in the data active = enhancement above about 30%; note: 0% is about no effect
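Enhancer read-out: after compound pinning and an initial kinetic agonist-mode read, an EC20 of TRH (10 nM final) was injected and fluo-8 calcium signal (Ex 480/Em 530) followed at 1 s/cycle for 100 cycles in TRHR-expressing cells.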
RXFP1 ag = agonists of human relaxin receptor RXFP1; HEK293T-RXFP1 cAMP TR-FRET, 30 min; response scale: percent of porcine relaxin response, buffer zero; Potency, µM (doses to about 57.5 µM), without a hit: at the top dose activation, actives largely listed as activators; 370,000 compounds, 0.3% hits; Q9HBX9; note: potency is the fitted concentration of half-maximal effect; % is set by controls: 0 for no effect and ±100 for the full control effect; nearly all actives have a fitted effect of over 60% in size; many of its hits are not listed in these tables
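cAMP rise read by TR-FRET after 30 min, 37C compound exposure (up to 58 uM) in RXFP1-transfected HEK293 cells with Ro 20174 present. EC50 from Hill-equation fits, with 29 nM porcine relaxin as 100% and buffer as basal.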
Apoferritin bind = candidate novel general anesthetic via apoferritin binding; apoferritin/1-aminoanthracene competitive binding, fluorescence; Potency, µM (titrated, usually from 77.5 µM), inactives show top-dose activity change, negative = displacement, most hits filed as inhibitors; 350,000 compounds, 0.074% hits; note: potency is the fitted concentration of half-maximal effect; % is set by controls: 0 for no effect and ±100 for the full control effect; nearly all actives have a fitted effect of over 20% in size
Target sequence (P02791 2-175 limits assumed): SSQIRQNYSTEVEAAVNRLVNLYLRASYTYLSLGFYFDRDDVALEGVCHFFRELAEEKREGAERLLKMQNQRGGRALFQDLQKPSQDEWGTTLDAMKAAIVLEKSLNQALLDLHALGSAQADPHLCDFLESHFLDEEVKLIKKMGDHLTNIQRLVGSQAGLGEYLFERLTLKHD
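Probe: 1-aminoanthracene (50% saturated, PBS). Protein: horse-spleen apoferritin, 10 uM. Incubation: 10 min, room temperature. Detection: 380 nm excitation, 535 nm emission. Analysis: normalized response, four-parameter Hill.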
RXFP1 antag = antagonists of human relaxin receptor RXFP1. Q9HBX9. activity change, negative = inhibition, % at 57.5 µM. 350,000 compounds, 0.59% hits. HEK293-RXFP1, relaxin-stimulated cAMP HTRF, 30 min; active compounds read low;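 active = activity change of -60% or lower, but not beyond a set lower limit; inconclusive = change between -60% and -40%, or beyond the set limit; inactive = change above -40%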; note: % is set by controls: 0 for no effect and ±100 for the full control effect
TRHR ag = activates the human TRH receptor. P34981. TRHR cells, calcium flux fluo-8, FDSS agonist mode. activation, % at 2 µM. 360,000 compounds, 0.18% hits. AID 493084; in the data active = activation above about 30%; note: 0% is about no effect
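Read-out: compound-evoked intracellular calcium rise in TRHR cells, fluo-8 dye, kinetic FDSS fluorescence at 1 s/cycle following a 10-cycle baseline. Cells cultured overnight before dye loading (30 min–1.5 h, RT).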
* = called active by the depositor; u = inconclusive; x = not tested or not shown; [ ] = remark or other dose. Unless noted, calls come from the whole dose curve; as a rule, active = well fitted curve in the direction sought with a large enough effect; inconclusive = small, poorly fitted or top-dose-only effect, or another doubt; inactive = no such curve, though single readings can be large; an effect the other way counts as inactive or inconclusive. These rows are one share of the data (hit frequency here may not be typical).

SMILES | D2 potentiator | D1 agonist | D1 potentiator | D1 antag | TRHR enhancer | RXFP1 ag | Apoferritin bind | RXFP1 antag | TRHR ag
CCOc1ccc(OCC)c(NC(=O)CCc2nc3cccnc3n2Cc2cccs2)c1 | -4 | 5 | -5 | 17 | 4 | 2.2% | -14% | -34 | -1.3
Cc1ccc(-n2nnnc2SCc2nnc(-c3ccccc3Br)o2)c(C)c1 | -1 | 9 | -1 | 0 | -3 | 1.7% | -6% | 18 | 0.4
CC(C)N(C(=O)CSc1nnc(Cc2csc(Nc3ccccc3)n2)o1)C(C)C | 12 | 9 | 0 | -1 | -3 | -2.6% | u | -1 | 1.4
CSc1ccc(CN(C)C(=O)c2cccc(S(=O)(=O)NCc3ccccc3)c2)cc1 | -10 | 16 | -11 | -33* | -6 | 1.6% | -1% | 8 | 0.4
CCCCC(=O)N1CCc2cc(OC)c(OC)cc2C1COc1ccc(OC)cc1 (configuration not stated) | 5 | -5 | -2 | -8 | 0 | 0.0% | -14% | x | -0.2
COc1cc(C(=S)N2CCCCC2)ccc1OCC(=O)Nc1ccccc1Cl | -8 | 2 | 0 | 4 | 5 | 2.7% | -6% | 1 | -0.2
O=S(=O)(NCC1CCCO1)c1cc(Cl)ccc1Br (configuration not stated) | 1 | 1 | -2 | -12 | 2 | 1.3% | -3% | -3 | -0.6
CC(=O)c1c(C)oc2ccc(NS(=O)(=O)c3ccc(F)cc3C)cc12 | 7 | 8 | 1 | -1 | 10 | -2.7% | 0% | -8 | -0.3
CN1C(=O)Cc2cc([S+](=O)([O-])N3CCN([S+](=O)([O-])c4c(F)cccc4F)CC3)ccc21 | x | 3 | -7 | -13 | -2 | x | x | x | 1.3
Cc1ccc(N2CCN(CC(=O)Nc3c(C(=O)C4CC4)oc4ccccc34)CC2)cc1 | x | 0 | x | 19 | 13 | 0.4% | -6% | x | -0.8
O=C(c1ccc(CS(=O)c2ccccc2Cl)o1)N1CCCCCC1 (configuration not stated) | 0 | 2 | -2 | 10 | -8 | 3.7% | -18% | -3 | -0.8
Cc1ccc(C(=O)C2(C)C3c4cc(Br)ccc4OC(=O)C32C(=O)c2ccco2)cc1 (configuration not stated) | 3 | 3 | 1 | 6 | 6 | -0.2% | -13% | -11 | 0.9
Cc1ccc(-c2nnc(SCC(=O)NC3CC3)o2)cc1 | -8 | 2 | -6 | -10 | -2 | 2.4% | -7% | 14 | 0.0
O=C(NCc1ccccc1Cl)/C(=C\c1cccnc1)NC(=O)c1ccccc1 | 7 | 5 | -4 | -7 | -1 | -0.5% | -4% | -2 | -0.3
CC(C)(C)c1ccc(S(=O)(=O)NCc2ccccn2)cc1 | 10 | 5 | -6 | -4 | 5 | 1.9% | -5% | 5 | -0.5
CN1CCN(S(=O)(=O)c2cccc(C(=O)Nc3cc(C(F)(F)F)ccc3N3CCCCC3)c2)CC1 | -21 | 5 | -7 | 10 | 7 | 0.4% | x | -15 | -0.8
O=C(N/N=C/c1ccc(OC2CSC2)cc1)c1ccccc1 | 9 | 0 | -3 | -2 | 0 | -1.2% | -7% | 7 | -0.3
Cc1ccccc1NS(=O)(=O)c1ccc2[nH]cc(C(=O)N3CCCCC3)c(=O)c2c1 | 27 | 0 | 1 | 8 | -4 | -1.9% | -10% | -12 | 0.1
C/C(=C\c1ccccc1)CN1CCC(C(=O)N2CCC(C)CC2)CC1 | -19 | 1 | -12 | -8 | 3 | -0.8% | -10% | 7 | -0.1
C=COCCNC(=S)Nc1cccc(Cl)c1 | -7 | 16 | -8 | -5 | 7 | 3.2% | -12% | 8 | 0.1
CCOC(=O)C1(Cc2ccccc2)CCCN(Cc2cnn(CC)c2)C1 (configuration not stated) | 2 | 0 | 2 | 1 | 3 | 0.2% | -7% | 1 | 0.2
COc1ccc(/C(C)=N/Nc2nc3ccccc3n3cnnc23)cc1OC | 15 | 2 | -3 | -7 | -4 | 5.6% | -2% | -2 | 0.0
COc1ccccc1-c1nnc(SCC(=O)Nc2ccc(N3CCOCC3)cc2)n1C | 3 | 0 | 5 | -36* | 2 | 0.2% | x | -13 | -0.9
CCOC(=O)COn1c(=O)c(-c2ccco2)[n+]([O-])c2ccccc21 | -15 | 7 | 2 | -9 | 4 | -1.9% | -3% | -3 | -0.3
C=CCNC(=S)N/N=C/c1ccc(C(C)(C)C)cc1 | -4 | 4 | -2 | -15 | -6 | 0.0% | -13% | -27 | -1.2
O=C(CN1C(=O)c2ccccc2Sc2ncccc21)Nc1cccc(C(F)(F)F)c1 | x | 2 | -1 | 5 | 3 | -0.6% | -9% | x | -0.2
CN(C)c1ccc(NC(=O)CN2CCC(C(=O)c3ccc(F)cc3)CC2)cc1 | -25 | 2 | -2 | -10 | 10 | -0.5% | -14% | -17 | 1.2
COC(=O)c1[nH]c2cc(OC)ccc2c1NC(=O)CCN1CCN(c2cccc(C)c2C)CC1 | -8 | 0 | -6 | 1 | 2 | -0.8% | -10% | -1 | 0.3
Cc1nn(CCO)c2c1C(=O)CCC2 | -1 | 0 | -4 | -13 | -4 | 2.1% | -7% | 10 | 0.7
COc1ccc(/C=N\NC(=O)c2cc(O)c(O)c(O)c2)cc1COc1ccc(C(=O)OCC(C)C)cc1 | 11 | 2 | -2 | -14 | -2 | -3.9% | u | -5 | 0.7
COc1ccccc1C(=O)Nc1ccc(S(=O)(=O)Nc2cnc3ccccc3n2)cc1 | 0 | 2 | -3 | -24 | 6 | 27% | 8% | -6 | -0.3
O=C(CCSc1ccccc1)Nc1nccs1 | -4 | 2 | -3 | -1 | 1 | 0.0% | -2% | 8 | 0.4
Cc1ccc(-n2c3c(cc(C(=O)NC4CCSC4=O)c2=O)C(=O)CC(C)(C)C3)cc1 (configuration not stated) | -5 | 0 | -8 | -17 | -2 | 0.8% | -16% | 9 | -0.2
COc1ccc(CN2C(=O)c3ccccc3C2=O)cc1C(=O)OC(C)C(=O)NC(N)=O (configuration not stated) | 16 | 0 | -2 | 1 | 5 | 3.7% | -5% | 2 | -0.2
COC(=O)CN1C(=O)COc2ccc(S(=O)(=O)N3CCOCC3)cc21 | 6 | 5 | -2 | 1 | -1 | -0.4% | -3% | -1 | 0.0
COc1cccc(C(=O)NCC(=O)OCc2cc(=O)n3ccsc3n2)c1 | 16 | 0 | -8 | -16 | -5 | u | 1% | x | -0.6

Some of the entries so far, in markdown.
| SMILES | D2 potentiator | D1 agonist | D1 potentiator | D1 antag | TRHR enhancer | RXFP1 ag | Apoferritin bind | RXFP1 antag | TRHR ag |
| --- | --- | --- | --- | --- | --- | --- | --- | --- | --- |
| COC(=O)c1[nH]c2cc(OC)ccc2c1NC(=O)CCN1CCN(c2cccc(C)c2C)CC1 | -8 | 0 | -6 | 1 | 2 | -0.8% | -10% | -1 | 0.3 |
| Cc1nn(CCO)c2c1C(=O)CCC2 | -1 | 0 | -4 | -13 | -4 | 2.1% | -7% | 10 | 0.7 |
| COc1ccc(/C=N\NC(=O)c2cc(O)c(O)c(O)c2)cc1COc1ccc(C(=O)OCC(C)C)cc1 | 11 | 2 | -2 | -14 | -2 | -3.9% | u | -5 | 0.7 |
| COc1ccccc1C(=O)Nc1ccc(S(=O)(=O)Nc2cnc3ccccc3n2)cc1 | 0 | 2 | -3 | -24 | 6 | 27% | 8% | -6 | -0.3 |
| O=C(CCSc1ccccc1)Nc1nccs1 | -4 | 2 | -3 | -1 | 1 | 0.0% | -2% | 8 | 0.4 |
| Cc1ccc(-n2c3c(cc(C(=O)NC4CCSC4=O)c2=O)C(=O)CC(C)(C)C3)cc1 (configuration not stated) | -5 | 0 | -8 | -17 | -2 | 0.8% | -16% | 9 | -0.2 |
| COc1ccc(CN2C(=O)c3ccccc3C2=O)cc1C(=O)OC(C)C(=O)NC(N)=O (configuration not stated) | 16 | 0 | -2 | 1 | 5 | 3.7% | -5% | 2 | -0.2 |
| COC(=O)CN1C(=O)COc2ccc(S(=O)(=O)N3CCOCC3)cc21 | 6 | 5 | -2 | 1 | -1 | -0.4% | -3% | -1 | 0.0 |
| COc1cccc(C(=O)NCC(=O)OCc2cc(=O)n3ccsc3n2)c1 | 16 | 0 | -8 | -16 | -5 | u | 1% | x | -0.6 |

Continuation.
SMILES | D2 potentiator | D1 agonist | D1 potentiator | D1 antag | TRHR enhancer | RXFP1 ag | Apoferritin bind | RXFP1 antag | TRHR ag
CCOC(=O)[C@@H]1[C@H]2COc3ccccc3[C@@H]2N2C(=O)N(c3ccc(C)cc3)C(=O)[C@]12C | 11 | 3 | 1 | -10 | 0 | -0.7% | -22% | x | -1.0
CCOC(=O)COc1ccc(CC)cc1C(=O)c1ccn2nc(-c3ccccc3)cc2n1 | 1 | 0 | -4 | 6 | 1 | 11% | -2% | x | -1.2
CC1(C)OC(C)(C)/C(=C\c2ccccc2[N+](=O)[O-])C1=O | -5 | 5 | -7 | -12 | 1 | 0.7% | u | -6 | -0.2
CC(=O)c1ccc(OCC(=O)OCC(=O)NCc2ccco2)cc1 | -1 | 2 | -8 | 1 | 3 | -0.7% | x | 1 | -0.5
O=C(COC(=O)c1cc(S(=O)(=O)NCc2ccccc2)ccc1O)NCc1ccccc1 | -2 | 2 | 6 | -3 | 1 | 0.0% | -8% | 9 | 0.1
Cc1cc(C)cc(NC(=O)Nc2ccc(N3CCCCC3)cc2)c1 | 0 | 0 | 2 | -7 | 8 | -0.6% | u | -9 | 0.2
Cc1nn2c(nc1=O)SCC(c1ccccc1)=N2 | 3 | 1 | -5 | -14 | 1 | 2.9% | -3% | -14 | -0.1
COc1ccc(C2=NN(C(=O)CSc3nnnn3C)C(c3ccco3)C2)cc1 (configuration not stated) | 9 | 3 | x | 12 | 1 | 0.0% | x | 5 | 0.0
CC(=O)N(C)c1ccc(N=Nc2c(C)[nH]n(-c3ccccc3)c2=O)cc1 | -2 | 5 | 1 | 8 | 10 | 0.8% | -11% | -1 | 0.2
Cc1c(C(=O)N2CCCc3ccccc32)oc2ccc(S(=O)(=O)N3CCOCC3)cc12 | 9 | 10 | -8 | -21 | -7 | 1.6% | u | 8 | 0.6
CCC(c1nnnn1Cc1ccccc1)N(Cc1ccco1)Cc1cc2cc(OC)ccc2[nH]c1=O (configuration not stated) | 7 | 2 | 8 | -26 | -3 | 9.8% | 40%[activator] | -3 | -0.9
N#CC1(NC(=O)CN2C(=O)NC3(CCCCCC3)C2=O)CCCCC1 | 1 | 3 | 8 | -3 | 10 | 0.7% | x | 2 | 0.1

From PubChem
